HUVEC inhibit: inhibitors of HUVEC proliferation, primary screen, cell-based, 384-well. 1.1% of 86,000 active. viability, % at 10 µM (by protocol). CellTiter-Glo luminescence, 72 h; stronger effect = lower value;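 active = viability at or below 30%; inactive = viability above 30%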;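 note: 100% = median luminescence of DMSO-only cell control wells on each plate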
IL1B cytotox: cytotoxicity in IL-1B stimulated HUVEC, primary screen, cytotoxicity control for IL-1B NFkB translocation project, imaging, Hoechst nuclear count, IL-1B stimulus; HUVEC cell count loss; AID 845, 2007; 0.41% of 94,000 active; cell count reduction, % at 2 µM;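 active = cell count reduction more than 3 SD above the screen-wide mean, cut at about 70% in these data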;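 note: normalized per plate to untreated control cells as the no-loss baseline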
PTK2B oligo ant: antagonists of Pyk2 self-association, primary screen, Q293 cells, FERM NanoBiT luminescence, HTS. 0.83% of 99,000 active. AID 1347419, 2020. z-score (the deposit names both 25 µM and 10 µM). Protein-tyrosine kinase 2-beta (Homo sapiens), Q14289. stronger effect = lower value;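 active = Z-score of -3 or lower, scaled per plate to the spread of control and sample wells; inactive = z-score above -3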;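 note: negative z-score means lost luminescence so less FERM oligomerization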
Lung fibro prol: antiproliferative effect on LL 47 fibroblasts – human, LL 47 cells, CellTiter-Glo luminescence, primary screen; LL 47 human lung fibroblast viability, ATP luminescence; stronger effect = lower value; viability, % at 10 µM; 1.1% of 85,000 active; AID 719, 2007;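 active = viability at or below 50% in the single dose screen; inactive = viability above 50%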;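 note: compound exposure lasted 72 h before the ATP readout; 100% = median luminescence of untreated cell-only wells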
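Assay system: human lung fibroblast line LL 47, low passage. Input: 1,150 fibroblasts seeded per well. Times: overnight cell rest, 72 h compound treatment at 37 °C. Evaluation: % viability of median cell-only signal. Technique: luminescent ATP detection, CellTiter-Glo. Control set: cell-only wells, no compound.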
H69AR growth 86K: proliferation blockers of H69AR lung cancer cells, primary screen, cell-based, human, 86K library | viability, % at 10 µM | H69AR lung tumor viability, ATP luminescence, 72 h; stronger effect = lower value | AID 598, 2007 | 6% of 85,000 active;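 active = viability at or below 40%; inactive = viability above 40%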;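 note: multidrug resistant small cell line overexpressing MRP-1 efflux transporter; 100% = mean luminescence of untreated control wells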
Smad3 inh: Smad3/FoxH1 peptide binding inhibitors, primary screen, biochemical, TR-FRET; Mothers against decapentaplegic homolog 3 (Homo sapiens), P84022; TR-FRET Smad3/Dy647-FoxH1 peptide binding, europium anti-His; inhibition, % at 25 µM; 0.29% of 88,000 active;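 active = compounds that reduce the energy-transfer binding signal between the protein and its labelled peptide by more than half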;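 note: 0% = Smad3 plus labelled peptide maximal FRET and 100% = peptide-only background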
Target sequence (P84022 whole entry, looked up): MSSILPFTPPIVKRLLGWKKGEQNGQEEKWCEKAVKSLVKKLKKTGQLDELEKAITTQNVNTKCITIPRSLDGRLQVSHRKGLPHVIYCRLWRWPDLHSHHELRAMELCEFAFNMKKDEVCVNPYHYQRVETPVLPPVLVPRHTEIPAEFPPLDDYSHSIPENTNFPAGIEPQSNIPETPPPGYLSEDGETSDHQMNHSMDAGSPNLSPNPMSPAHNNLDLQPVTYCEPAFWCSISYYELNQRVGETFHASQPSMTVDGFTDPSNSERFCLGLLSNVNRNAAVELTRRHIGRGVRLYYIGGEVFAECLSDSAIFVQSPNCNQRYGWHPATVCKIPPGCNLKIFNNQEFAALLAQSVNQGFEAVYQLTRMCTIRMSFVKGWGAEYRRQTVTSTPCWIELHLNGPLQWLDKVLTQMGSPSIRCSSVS
HUVEC tox TNFa: cytotoxicity in TNFa-stimulated HUVEC, primary screen, cytotoxicity control for VCAM1 expression modulator project, imaging, Hoechst nuclei count. HUVEC TNFalpha-stimulated, Hoechst cell count. cell count reduction, % at 2 µM. 0.17% of 93,000 active;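 active = cell count reduction exceeding the screen mean by over 5 SD, scaled to untreated wells per plate, cut at about 78% in these data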;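 note: cells counted after 24 h of TNF alpha exposure following the 1 h pretreatment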
VCAM1 TNFa inh: inhibitors of TNFa-induced VCAM1 expression, primary screen, imaging, HUVEC, TNFa stimulus, immunofluorescence; HUVEC TNFa-induced VCAM-1 immunofluorescence, high-content imaging; AID 802, 2007; inhibition, % at 2 µM; 0.48% of 95,000 active;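 active = inhibition above the batch mean plus 3 SD, with images confirmed as a hit by eye, cut at about 37% in these data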;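 note: 0% = TNF-stimulated DMSO wells and 100% = unstimulated control wells; not every result past the cut was called active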
F-actin modifier: modifiers of F-actin cytoskeleton organization, primary screen, imaging, HUVEC, phalloidin staining, high-content imaging | AID 836, 2007 | inhibition, % at 2 µM | 0.18% of 91,000 active | HUVEC TNFa F-actin phalloidin imaging;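 active = inhibition above the batch mean plus 3 SD and confirmed as a hit by visual image inspection, cut at about 30% in these data, passing the limit was not always enough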; note: strong numbers were not always called active
An asterisk follows results filed as active; . = no result given; [ ] = another dose, or the depositor's remark. A portion of the library. The share of hits here may be higher or lower than overall.

SMILES	HUVEC inhibit	IL1B cytotox	PTK2B oligo ant	Lung fibro prol	H69AR growth 86K	Smad3 inh	HUVEC tox TNFa	VCAM1 TNFa inh	F-actin modifier
CCOC(=O)CCC(NC(=O)c1cncc(O)c1)C(=O)OCC (stereo not drawn)	95	-8	0.7	102	104	-9	-34	-6	2
COc1cc2[nH]c(=O)n(CCC(=O)N3CCC(N4CCCCC4)CC3)c(=O)c2cc1OC	.	-59	1.5	.	.	.	-10	2	5
CC1=C(C(=O)Nc2ccccc2C)C(c2ccc(C)o2)C2=C(CCCC2=O)N1 (stereo not drawn)	101	.	-0.06	96	86	9	.	.	.
COc1ccc(C(=O)OCC(=O)c2ccc(C)c(S(=O)(=O)N3CCOCC3)c2)cc1OC	98	.	.	97	87	14[fluorescence artefact?]	.	.	.
CC(Sc1ccsc1[N+](=O)[O-])C(=O)NCCc1ccc(Cl)cc1 (stereo not drawn)	96	2	0.21	98	99	-29	-33	23	-2
CN(Cc1ccccc1)C(=O)CCS(=O)(=O)c1ccc2c(c1)n(C)c(=O)c(=O)n2C	111	.	.	107	98	-9	.	.	.
COc1ccc(NC(=O)CSc2nc3c(cc2C#N)CN(C)CC3)cc1	91	.	-0.15	102	88	4	.	.	.
COc1ccc(Cn2c(CCC(=O)NCc3ccco3)nc3cccnc32)cc1	104	0	-0.36	100	100	1	-41	-12	32
Cc1cccc(NC(=O)c2cccc(N3C(=O)C4C5CCC(C5)C4C3=O)c2)c1C (stereo not drawn)	.	-53	1.7	.	.	.	-2	2	5
O=C(Nc1ccccc1)N1CCc2ccccc2C1	82	-21	0.28	98	76	-4	9	10	-17
CCOC(=O)c1c(C)c(C(=O)NCc2ccccc2OC)c(C)n1C	87	-36	-0.27	87	83	-19	-33	16	3
N#Cc1ccc(NC(=O)c2nc(-c3ccccc3)n(-c3ccccc3)n2)cc1	92	2	-0.95	90	72	-4	6	-6	-12
COc1ccc(CCNC(=O)CN2CCC(n3nnc4cc(F)ccc43)CC2)cc1OC	98	.	1.1	107	90	1	.	.	.
CCc1nnc(NC(=O)NC(C)(C)C)s1	92	19	-0.74	105	93	-1	-23	-10	6
CCCc1nnc(SCc2ccc(C(=O)OC)o2)n1N	94	1	-0.48	94	98	-3	-8	7	-28
COc1ccc(-c2nnc3n2N=C(C)CS3)cc1OC	98	-18	0.99	82	101	14	-24	1	-3
O=C(NS(=O)(=O)c1ccccc1)c1ccccc1F	95	-37	-0.38	96	94	-3	-10	0	-2
Cc1cc(NC(=O)Nc2ccccc2)n(-c2ccccc2)n1	94	-16	0.27	111	93	6	7	13	-12
COc1ccc(Cn2c(-c3ccco3)nc3oc4ccccc4c(=O)c3c2=O)cc1	75	-62	-0.38	72	29*	-31	-3	2	12
Cn1c(CNC2CCCCC2)c(C#N)c2ccccc21	75	-2	-0.15	84	86	-3	-3	16	-2
CCCCC(=O)Nc1ccc(C(=O)Nc2nc(CC(=O)OCC)cs2)cc1	91	-28	0.09	98	82	11	4	2	-1
C=CCOC(=O)C1=C(C)Nc2nc3ccccc3n2C1c1ccncc1 (stereo not drawn)	120	-12	-1.9	94	48	4	-15	12	-2
Cc1nnc(SCC(=O)NCCc2ccccc2)[nH]c1=O	98	-14	.	101	103	-8	-11	6	7
O=c1cc(-c2ccccc2)[nH]c2nc3ccccc3n12	53	-192	-2.2	66	14*	-13	-10	36	-7
NC(=O)CCCc1nc(-c2ccccc2Cl)no1	104	-16	0.42	104	99	10	-7	0	2
CCn1c(=O)cc(O)c2c(=O)n(C)c(=O)n(C)c21	98	-25	-0.1	112	104	2	-17	-4	-48
CN(C)S(=O)(=O)c1cccc(C(=O)Nc2cc(Cl)ccc2O)c1	101	-21	0.36	101	76	-5	2	15	-2
O=Cc1ccc(OC(=O)C2CC(=O)N(c3ccc(F)cc3)C2)cc1 (stereo not drawn)	93	-9	2.3	103	89	10	-12	0	-16
Clc1cccc(Cl)c1COn1nnc2ccccc21	41	19	-0.73	63	35*	3	-2	-14	1
CCOC(=O)c1cnc2nc(Cc3ccccc3)[nH]n2c1=O	93	.	0.73	101	112	4	.	.	.

Single records, as listed above.
COc1ccc(CCNC(=O)CN2CCC(n3nnc4cc(F)ccc43)CC2)cc1OC is listed with HUVEC inhibit: 98; IL1B cytotox: .; PTK2B oligo ant: 1.1; Lung fibro prol: 107; H69AR growth 86K: 90; Smad3 inh: 1; HUVEC tox TNFa: .; VCAM1 TNFa inh: .; F-actin modifier: .
CCCc1nnc(SCc2ccc(C(=O)OC)o2)n1N is listed with HUVEC inhibit: 94; IL1B cytotox: 1; PTK2B oligo ant: -0.48; Lung fibro prol: 94; H69AR growth 86K: 98; Smad3 inh: -3; HUVEC tox TNFa: -8; VCAM1 TNFa inh: 7; F-actin modifier: -28

The main list resumes; the 2 compounds before the break are reprinted first.
SMILES	HUVEC inhibit	IL1B cytotox	PTK2B oligo ant	Lung fibro prol	H69AR growth 86K	Smad3 inh	HUVEC tox TNFa	VCAM1 TNFa inh	F-actin modifier
Clc1cccc(Cl)c1COn1nnc2ccccc21	41	19	-0.73	63	35*	3	-2	-14	1
CCOC(=O)c1cnc2nc(Cc3ccccc3)[nH]n2c1=O	93	.	0.73	101	112	4	.	.	.
O=S1(=O)C=C(Sc2nnc(-c3ccccc3)o2)c2ccccc21	11*	.	-2.1	.	0.3*	2[fluorescence artefact?]	.	.	.
COc1ccc(NC2SC(=O)N(CC(=O)O)C2=O)cc1 (stereo not drawn)	84	-4	-0.13	99	88	-5	-19	-5	.
Cc1cc(NCCO)nc(-n2nc(C)cc2C)n1	114	7	0.97	96	99	-11	-3	1	12
Cc1cc(C)n(S(=O)(=O)c2ccc3ccccc3c2)n1	98	-16	1.1	100	78	4	-53	0	-2
CCCS(=O)(=O)N1CCC(C(=O)NC2CCCC(C)C2C)CC1 (stereo not drawn)	.	-14	-0.32	.	.	.	-12	2	-3
Cc1cccc(-c2nnc(N)s2)c1	89	-24	0.53	90	101	-5	9	11	.
O=S(=O)(NCCSc1ccccc1)c1ccc2c(c1)OCCO2	121	-66	-1.8	122	102	15[fluorescence artefact?]	-31	14	13
CN(C(=O)Cn1nnc(-c2cccc(C(F)(F)F)c2)n1)C1CCCCC1	90	12	-0.26	101	78	0	-8	24	13
CCOC(=O)c1ccc(COC(=O)c2cc(=O)[nH]c3ccccc23)o1	92	-13	-2	97	95	12	14	-18	6
CCCCNC(=O)CCn1nc(-c2ccccc2)ccc1=O	100	-4	.	113	97	-2	-15	15	-4
CCCCC(CC)C(=O)NCCc1ccc(S(N)(=O)=O)cc1 (stereo not drawn)	91	20	0.02	94	99	-1	15	2	-30
O=C(Nc1ccc(CN2CCCCC2)cc1)c1ccc2c(c1)OCO2	92	-10	-0.06	100	91	0	-40	2	-7
Cc1cc(C)c(S(=O)(=O)n2ccc(-c3ccc(OCCN(C)c4ccccn4)cc3)n2)c(C)c1	.	-50	0.72	.	.	.	-8	4	-6
CC(=O)N1CCc2c(sc(NC(=O)c3ccc(S(=O)(=O)N(C)C)cc3)c2C#N)C1	94	-51	.	97	85	-7	-6	-4	-1
CCN(CC)S(=O)(=O)c1ccc(-c2nnco2)cc1	96	.	-0.4	101	93	7	.	.	.
CNC(=O)CN(C)S(=O)(=O)c1ccc(OC)c(Cl)c1	91	13	0.59	95	106	5[fluorescence artefact?]	1	11	-4
C=CCn1c(COc2ccccc2)nnc1SCC(=O)NCC(=O)OCC	106	-46	0.13	107	92	-8	-10	-2	-8
NC(=O)C1(N2CCCCC2)CCN(Cc2ccc(F)cc2)CC1	101	9	2.2	100	106	3	-5	-3	-6
N#CC1(c2ccccc2)CCCN1C(=O)c1ccc(Br)o1 (stereo not drawn)	97	-26	-0.33	98	92	34[fluorescence artefact?]	-20	-52	13
COc1ccc(CN(C(=O)c2ccc(-c3ccccc3)[nH]2)C(C(=O)NCC2CCCO2)c2ccc(C)o2)cc1 (stereo not drawn)	.	-28	-1	.	.	.	7	-7	-21
CC(=O)n1nc(-c2ccccc2)nc1NCc1ccc(F)cc1	85	-38	0.57	98	90	2	-11	-1	11
Cc1ccc(-n2c(C)cc(/C([O-])=C(/C(=S)Nc3ccc(F)c(Cl)c3)[n+]3ccccc3)c2C)cc1	.	-4	0.39	.	.	.	-15	6	6
CCOc1ccc(CC(=O)Nc2ccc(S(=O)(=O)Nc3cc(C)on3)cc2)cc1OCC	86	0	-0.07	102	94	-3	-21	2	-9
COc1cccc(-c2csc(N3CCN(C(=O)Nc4ccccc4OC)CC3)n2)c1	109	14	-0.41	111	101	-25	3	-8	-14
O=C1C2ON(c3ccc(Cl)cc3)C(c3ccco3)C2C(=O)N1c1ccccc1 (stereo not drawn)	91	-53	0.42	98	80	-2	-10	10	-11
CCC(C)N1CCCCC1C(=O)Nc1c(C)cc(C)cc1C (stereo not drawn)	95	-44	0.64	106	94	-1	-24	-18	0
CCCCNC(=O)C1C2C=CC3(CN(Cc4ccc(C)cc4)C(=O)C13)O2 (stereo not drawn)	102	17	0.76	102	107	-6	-17	2	16
c1ccc(-c2noc(CSc3nnc(Cc4cccs4)n3-c3ccccc3)n2)cc1	103	-22	-0.22	96	85	-1	-47	-6	8
Cc1cc(NC(=O)c2cc3ccccc3oc2=O)no1	.	-19	-0.46	.	.	.	0	1	-4
Cc1cc(CSc2ccccc2)ccc1NC(=O)COc1ccccc1	.	-14	2.3	.	.	.	3	-16	-1
COc1ccc2c(c1)C(C)=CC(C)(C)N2C(=O)CN1C(=O)CCC1=O	98	-26	0.49	96	102	-3	-5	19	-8
COc1ccc(OCC(=O)OCC(=O)Nc2ccc(S(=O)(=O)N3CCCCC3)cc2)cc1	106	0	0.23	109	95	1	6	-21	-2
CC1CC(C)CN(C(=O)Cn2c(SCC(=O)N3CCc4ccccc4C3)nc3ccccc32)C1 (stereo not drawn)	86	-2	-1.1	93	75	8	-26	6	25
Cc1ccc(OCC(=O)NNC(=O)C2CCN(c3nccc(C)n3)CC2)cc1	.	7	1.8	.	.	.	-4	-2	4
CC(C)C(=O)N1CCN(CCN=CC2=C(O)CC(c3ccco3)CC2=O)CC1 (stereo not drawn)	93	-54	1.5	94	104	-1	-35	-16	4
CCN1C(=O)c2cccc3c(S(=O)(=O)NCc4ccccn4)ccc1c23	79	-4	0.04	95	94	6	-14	-5	31*
CC(=O)Nc1ccc(S(=O)(=O)N(c2cccnc2)S(=O)(=O)c2ccc(NC(C)=O)cc2)cc1	82	-26	-1.7	.	100	7	-11	12	-2
Cc1cc(=O)[nH]c(SCC(=O)Nc2ccc(S(=O)(=O)N3CCOCC3)cc2)n1	90	2	0.45	99	89	1	3	16	-22
O=C(O)c1cccc(N2CCCC2=O)c1	93	-8	-0.28	103	101	-4	.	.	.
CC1CN(C(=O)CN2C(=O)c3ccccc3C2=O)CC(C)O1 (stereo not drawn)	93	-66	-0.47	104	99	3	-26	8	-2
COc1ccc(N2C(=O)CC(Sc3nccc(C)n3)C2=O)cc1 (stereo not drawn)	107	-1	0.28	104	96	8	-1	-6	4

Screens from PubChem BioAssay.
